LYP inhibition: inhibitors of LYP phosphatase, biochemical, fluorescence intensity, uHTS (AID 1779). recombinant LYP phosphatase, fluorescence intensity; higher % means a stronger effect. one-dose inhibition, % at 11.5 µM; IC50 in µM for titrated hits. actives 0.054% (n = 290,000); in the data active means inhibition above about 50%;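 further: plate controls were vehicle with enzyme for no effect and no enzyme for full effect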
Active calls of the source: *. These rows are one share of the data; rates above refer to the full screens.

LYP inhibition | molecule
-9% | O=C(Nc1ccc(C(=O)N2CCCCC2)cc1)Nc1cccc(Cl)c1
-8% | Cc1ccc(S(=O)(=O)N(C)c2ccc(OCC(=O)N3CCCCC3)cc2)cc1
-10% | O=C(O)c1cccc(S(=O)(=O)Nc2ccccc2C(=O)NCCc2ccccc2)c1
-6% | COc1ccc([N+](=O)[O-])cc1Nc1c2ccccc2nc2ccccc12
-11% | Cc1ccc(NC2CCCN(C(=O)c3ccccc3N3CCOCC3)C2)cc1C (configuration not stated)
-1% | Cc1ccc(CCNC(=O)CS(=O)Cc2nc(-c3ccccc3Cl)oc2C)cc1 (configuration not stated)
-4% | ON=C1c2ccccc2-c2ccccc21
-2% | Cc1ccc(C)c(NC(=O)CSc2nc3ccccc3nc2N2CCOCC2)c1
-8% | O=C(Nc1ccc(Br)cn1)c1ccc2ccccc2c1
-14% | CCCCc1ccc(NS(=O)(=O)c2c(C)n(C)c(=O)n(C)c2=O)cc1
-2% | O=C(CNC(=O)c1ccco1)NCC(=O)OCc1ccc(F)cc1
-8% | CCOC(=O)NN=C1CN(S(=O)(=O)c2ccc(C)cc2)C1
2% | CC1CC(C)CN(C(=O)CCNC(=O)Cn2cnc3ccccc3c2=O)C1 (configuration not stated)
-1% | NNC(=O)c1cccn(Cc2ccc(Cl)cc2Cl)c1=O
-4% | Cc1ccc(NC(=O)C2(S(=O)(=O)c3ccc(Cl)cc3)CC2)c(Br)c1
-8% | CC(=O)c1ccc(COC(=O)c2cc3ccccc3oc2=O)cc1
-9% | Cc1ccc2c(C)c(C(=O)N(C)C(C)c3ccncn3)oc2c1C (configuration not stated)
-10% | O=C(NCCc1ccccc1)C1CCN(S(=O)(=O)N2CCCCC2)CC1
-4% | CCc1ccc(N(CC(=O)NCc2ccco2)C(=O)CCC(=O)Nc2ccccn2)cc1
-7% | CCc1nnc(NS(=O)(=O)c2ccc(NC(=O)/C=C/C(=O)O)cc2)s1
-6% | O=C(Nc1cccc(-c2cscn2)c1)C1CCN(Cc2ccccn2)CC1
0% | CC(C)C1Nc2ccc(C(=O)NCc3ccco3)cc2NC1=O (configuration not stated)
-10% | CSc1nnc2c3cc(F)ccc3n(C)c2n1
-4% | O=C1Nc2ccc(Br)cc2C1Cc1ccccc1F (configuration not stated)
-1% | COC(=O)c1ccc(Cn2nnc3c(=O)[nH]c(C4CCN(S(=O)(=O)c5cc(C)ccc5C)CC4)nc32)cc1
27% | COc1ccc(OCC(=O)N2CCN(C(=O)c3ccc(F)cc3)CC2)cc1
-2% | COc1ccc(C(=O)NC(=S)Nc2ccc(S(=O)(=O)Nc3cc(OC)ncn3)cc2)cc1
-10% | O=C(CCc1nnc2ccc(NCc3ccccc3)nn12)NCC1CCN(C2CCCC2)C1 (configuration not stated)
-6% | CCC1CCCCN1CCCNC(=O)c1cn(C)c2ccc(S(=O)(=O)N3CCOCC3)cc2c1=O (configuration not stated)
-6% | COc1ccc(N=Nc2cc(-c3ccccc3)ccc2O)cc1

For convenience, some entries already given.
LYP inhibition | molecule
-8% | O=C(Nc1ccc(Br)cn1)c1ccc2ccccc2c1
-14% | CCCCc1ccc(NS(=O)(=O)c2c(C)n(C)c(=O)n(C)c2=O)cc1
-2% | O=C(CNC(=O)c1ccco1)NCC(=O)OCc1ccc(F)cc1
-8% | CCOC(=O)NN=C1CN(S(=O)(=O)c2ccc(C)cc2)C1
2% | CC1CC(C)CN(C(=O)CCNC(=O)Cn2cnc3ccccc3c2=O)C1 (configuration not stated)
-1% | NNC(=O)c1cccn(Cc2ccc(Cl)cc2Cl)c1=O
-4% | Cc1ccc(NC(=O)C2(S(=O)(=O)c3ccc(Cl)cc3)CC2)c(Br)c1
-8% | CC(=O)c1ccc(COC(=O)c2cc3ccccc3oc2=O)cc1
-9% | Cc1ccc2c(C)c(C(=O)N(C)C(C)c3ccncn3)oc2c1C (configuration not stated)
-10% | O=C(NCCc1ccccc1)C1CCN(S(=O)(=O)N2CCCCC2)CC1
-4% | CCc1ccc(N(CC(=O)NCc2ccco2)C(=O)CCC(=O)Nc2ccccn2)cc1
-7% | CCc1nnc(NS(=O)(=O)c2ccc(NC(=O)/C=C/C(=O)O)cc2)s1
-6% | O=C(Nc1cccc(-c2cscn2)c1)C1CCN(Cc2ccccn2)CC1
0% | CC(C)C1Nc2ccc(C(=O)NCc3ccco3)cc2NC1=O (configuration not stated)
-10% | CSc1nnc2c3cc(F)ccc3n(C)c2n1
-4% | O=C1Nc2ccc(Br)cc2C1Cc1ccccc1F (configuration not stated)

Next part:
LYP inhibition | molecule
-10% | COc1ccc(C2=NO[C@@](CC(=O)O)(C(=O)Nc3ccc4c(c3)OCCO4)C2)cc1
-15% | Cc1c(C(C)(C)O)[nH]c2cc(C(F)(F)F)ccc12
-7% | Cc1ccc(SCc2c(C(=O)N/N=C/c3ccoc3)nnn2-c2nonc2N)cc1
-3% | COc1ccc(-n2nc(C(=O)NCC(=O)N3CCC(C)CC3)c3ccccc3c2=O)cc1
-13% | O=C(NCCc1cccnc1)c1cc(COc2ccc(F)cc2F)on1
-7% | CCC(=O)N1c2ccc(S(=O)(=O)NCc3ccccc3)cc2CC1C (configuration not stated)
-8% | Cc1ncc([N+](=O)[O-])n1CC(=O)Nc1ccccc1F
-7% | COc1ccc(-n2ncc3c2CC(C)(C)CC3NC(=O)CCc2c(C)nn(C)c2C)cc1 (configuration not stated)
-16% | CCOC(=O)C[n+]1ccc2c([nH]c3ccccc32)c1C
-7% | O=C(c1ccc(N2CCCC2=O)cc1)N1CCN(c2ccc(Cl)cc2)CC1
-7% | CN(Cc1nc2ccccc2[nH]1)C(=O)C1CCC(=O)N(CCc2cccc(F)c2)C1 (configuration not stated)
-6% | COc1cc(C)ccc1S(=O)(=O)NC1CC(C)(C)NC(C)(C)C1
-10% | CCOC(=O)c1c(S(=O)(=O)NCCc2cccs2)c(C)n(C)c1C
-7% | Cc1cccc(NC(=O)CC(=O)Nc2cccc(C)c2)c1
-11% | CN1CCN(CC(=O)Nc2nc3ccccc3s2)CC1
-15% | COc1ccc2c(c1)sc1nc(=O)ccn12
-8% | O=C(NC1CCCN(Cc2ccccc2F)C1)c1cccs1 (configuration not stated)
-8% | Clc1cccc(Cl)c1/C=C/c1ccn[nH]1
-3% | CCOC(=O)C1CCN(c2cc3c(cc2NC(=O)c2ccccc2Cl)n(C)c(=O)n3C)CC1
-9% | Cc1cccc(CCN(CC(=O)NCc2ccc(F)cc2)C(=O)c2csnn2)c1
-8% | CCC(C(=O)NC1CCCC1)N(C(=O)c1snc(C(N)=O)c1N)c1ccc(C)cc1C (configuration not stated)
-3% | O=C(c1cc(-c2cccnc2)nc2ccc(Cl)cc12)N1CCN(S(=O)(=O)c2cccs2)CC1
-10% | CCc1nnc(NC(=O)CCC(=O)Nc2ccc(OC)cc2OC)s1
-20% | Cc1c(C)c2c(OCC(=O)Nc3cccnc3)cc3c(c2oc1=O)CCC(C)(C)O3
-6% | COc1ccccc1C(=O)Nc1c2c(nn1-c1ccc(Cl)cc1)CS(=O)(=O)C2
-2% | Clc1ccccc1/C=N/Nc1cc(N2CCOCC2)ncn1
-10% | CCN(Cc1ccncc1)C(=O)Cc1cccs1
-6% | COC(=O)c1ccc(OC(=O)N2CCOCC2)cc1
-12% | CCOc1ccc(CNS(=O)(=O)c2ccc3c(c2)CC(=O)N3C)cc1
-5% | O=[N+]([O-])c1ccc(CS(=O)(=O)c2ccc(Cl)cc2)cc1
-5% | Cc1c(C)n(C)c2ccc(C(=O)NCCCN3CCCCC3C)cc12 (configuration not stated)
-6% | CN(Cc1ccncn1)C(=O)C1CCC(=O)N(Cc2cccc(C(F)(F)F)c2)C1 (configuration not stated)
-9% | O=C(O)c1ccc(S(=O)(=O)N2CCN(c3ccccn3)CC2)cc1
-3% | CCOc1ccc(N2CC(C(=O)Nc3nnc(CC)s3)CC2=O)cc1 (configuration not stated)
-7% | CC(C)Oc1ccc(C2CC(=O)N(C)C2=O)cc1 (configuration not stated)
-8% | CCOc1ccc(N(Cc2cc3cc(C)ccc3[nH]c2=O)C(=O)COC)cc1
-8% | COc1ccc(CN2CCNC(=O)C2CC(=O)NCC2CCOCC2)c(C)c1C (configuration not stated)
-10% | Cc1ccc(Cl)cc1NC(=O)NCc1cccnc1
-6% | CN(C)S(=O)(=O)N1CCc2ccc(NC(=O)c3ccc(C(F)(F)F)cc3)cc2C1
-6% | CCCS(=O)(=O)N1CCCC(C(=O)NCCc2cccc(C)c2)C1 (configuration not stated)
-9% | O=C(NCCCN1CCOCC1)c1cnccn1
-8% | Nc1cc(=O)nc(SCC(=O)N2CCN(c3ccccc3)CC2)n1-c1ccccc1
-14% | Cn1ccnc1-c1ccc(-c2nccn2C)cc1
0% | COc1ccc(C(O)(C2CCCCC2)C(CN2CCOCC2)c2ccccc2)cc1 (configuration not stated)
-6% | O=C(NC12CC3CC(CC(C3)C1)C2)c1ccc([N+](=O)[O-])cc1
-11% | O=S1(=O)CCOC[C@H](CC2CCCCC2)N1Cc1cccc(C(F)(F)F)c1
2% | Cc1ccc(N2CCN(C(=O)c3nn(C)c4c3CS(=O)(=O)c3ccccc3-4)CC2C)cc1 (configuration not stated)
-2% | COc1cccc(/C=N/c2nc3ccccc3n2C)c1O
-8% | Cc1ccc(Cl)cc1NC(=O)CN1C(=O)COc2ccc(S(=O)(=O)N3CCOCC3)cc21
-4% | CCC(C)NC(=O)c1ccc2nc(Cc3ccc(OC)cc3)oc2c1 (configuration not stated)
-5% | COc1ccc(C(=O)NCc2nnc(SCC(=O)Nc3ccccc3OC)o2)cc1
-9% | CC(=O)NC12CC3CC(C1)CC(C(=O)N1CCN(S(=O)(=O)c4ccc(Cl)s4)CC1)(C3)C2
-8% | Cc1cc(C)c(-c2nc3ccccc3s2)[nH]1
-9% | O=C(Cc1ccc(Br)cc1)N1CCCC1
3% | C/C(=C/c1ccccc1)C(=O)N1CCN(c2ccccc2F)CC1
-3% | Nc1nonc1-n1nnc(C(=O)N/N=C/c2ccccc2Cl)c1CN1CCOCC1
-6% | Cc1cccnc1NC(=S)NC(=O)c1oc2ccccc2c1C
-2% | Cc1c(Cc2ccccc2)c(=O)oc2cc(OCC(=O)N[C@@H](Cc3ccccc3)C(=O)O)ccc12
-8% | COc1ccc(CNC(=O)C2CCN(C(=O)c3ccco3)CC2)cc1
-11% | COc1ccc(O)c(CN2CCC(n3nccc3NC(=O)c3ccccc3Cl)CC2)c1

(cont.)
LYP inhibition | molecule
-12% | Cn1c(CNC(=O)c2ccc3c(c2)OCO3)nnc1SCC(=O)Nc1ccccc1F
1% | N#CCC(=O)Nc1ccc(C(=O)N2CCN(S(=O)(=O)c3ccc4ccccc4c3)CC2)cc1
-5% | CC1(C)COCN1C(=O)c1ccc(C#N)cc1
-5% | COc1ccc(C(CC(=O)Nc2ccc(C)cn2)N2Cc3ccccc3C2=O)cc1 (configuration not stated)
-7% | CC1Cc2cc(/C(O)=C3\C(=O)C(=O)N(Cc4ccncc4)C3c3ccccc3F)ccc2O1 (configuration not stated)
-6% | CCOc1ccc(CN2C(=O)c3ccccc3Sc3ccc(C(=O)NCCCN4CCOCC4)cc32)cc1
-10% | O=C(CN(C(=O)CNS(=O)(=O)c1ccc(F)cc1)c1cccc(F)c1)NCC1CCCO1 (configuration not stated)
-5% | COc1ccc(N(CC(=O)NCc2ccc(Cl)cc2)S(=O)(=O)c2c(C)nn(C)c2C)cc1
-6% | COCCn1c(SCC(=O)Nc2ccc(OC)cc2OC)nc2ccccc2c1=O
-9% | CC(NC1c2ccccc2-c2ccccc21)c1ccccc1 (configuration not stated)
-14% | Cc1cc(OCC(=O)N2CCN(c3ccccc3)CC2)c2c(C)cc(=O)oc2c1
-10% | Cn1c(SCC(=O)N2CCCCCC2)nc2c(c1=O)SCC2
-7% | CCOC(=O)CNC(=O)N1CCC(CCC(=O)N(C)Cc2ccccc2)CC1
-10% | CC(C)[C@H](NC(=O)c1ccccc1F)C(=O)NCCc1ccccc1
-8% | CCOC(=O)C1(CCOc2ccccc2)CCN(Cc2ccc(OC)c(COC)c2)CC1
0% | CN(C(=O)CSc1nc(-c2ccc(C(C)(C)C)cc2)c(C#N)c(=O)[nH]1)C1CCCCC1
-16% | CCOC(=O)c1c(S(=O)(=O)NCC(=O)Nc2cccc(C)c2)c(C)n(C)c1C
-8% | CCOc1ccc(CCNC(=O)CCS(=O)(=O)c2ccc(C)cc2)cc1OCC
-8% | CCOc1ccc(-c2nc(CS(=O)(=O)CC(=O)NCc3ccc(F)cc3)c(C)o2)cc1
-7% | Cc1ccc(Cl)cc1NC(=O)C(=O)N/N=C/c1ccc2c(c1)OCO2
-8% | COc1ccc(CC(C)Nc2ccccc2F)cc1 (configuration not stated)
-1% | CCc1c(O)nc(SCC(=O)Nc2ccccc2OC)n(-c2ccccc2C)c1=O
-10% | COc1ccc(Cc2nc3ccc(C(=O)NCC4CCOCC4)cc3o2)cc1OC
-12% | COc1ccccc1C(=O)C1CCCN(C(=O)C2=CC(=O)CC(C)(C)O2)C1 (configuration not stated)
-5% | CC1CN(C(C)C)C(C)CC1OC(=O)c1ccccc1 (configuration not stated)
-5% | Cc1ccc(S(=O)(=O)N2CCOC2CNC(=O)C(=O)NCCCc2ccccc2)cc1 (configuration not stated)
-6% | COc1ccccc1CN1CCNC(=O)C1CC(=O)N(C)CC1CCOCC1 (configuration not stated)
2% | COc1cc(-c2noc(CCC(=O)NC3CCCC3)n2)cc(OC)c1OC
-9% | COCc1cc(C)nc(SCC(=O)Nc2ccc(N3CCOCC3)cc2)c1C#N
4% | COCCn1cnc2c1c(=O)n(Cc1ccc(C#N)cc1)c(=O)n2Cc1ccccc1
6% | COc1cc(-c2nc(C(=O)NC3CCCCC3)cc3c2[nH]c2ccccc23)cc(OC)c1OC
-4% | CCc1ccc(-c2cc3c(=O)n(CC(=O)NCCCN4CCN(CC)CC4)nc(C)n3n2)cc1
-8% | CCS(=O)(=O)c1ccc2oc(Nc3ccc(OC)c(OC)c3)nc2c1
-6% | COc1ccc(C(=O)NCc2ncccc2C)cc1OC1CCN(C(C)=O)CC1
-5% | Cc1ccc(S(=O)(=O)NCCNC(=O)CN2CCOCC2)cc1
-7% | N#C/C=C/C(=C\Nc1ccc(Cl)cc1)S(=O)(=O)c1ccccc1
-6% | COc1ccccc1N1CCN(Cc2ccc(-c3ccccc3[N+](=O)[O-])o2)CC1

Reformatted: results already given.
Compound | LYP inhibition
Cc1ccc(S(=O)(=O)NCCNC(=O)CN2CCOCC2)cc1 | -5%
N#C/C=C/C(=C\Nc1ccc(Cl)cc1)S(=O)(=O)c1ccccc1 | -7%

From PubChem
